# Screening data: PubChem, several laboratories
# GPR55 antagonists: GPR55 antagonists blocking LPI-driven arrestin recruitment, primary screen, imaging, U2OS, beta-arrestin-GFP, LPI agonist (AID 2013) | U2OS GPR55 beta-arrestin-GFP translocation imaging, LPI antagonism; higher % means a stronger effect | 290,000 compounds, 0.13% hits | inhibition, % at 10 µM; hits with a dose series show IC50 in µM;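 active means spots per cell inhibited over 60%, with over 100 cells counted and total cytoplasm intensity under 500,000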;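 further: U2OS cells stably carrying GPR55 and arrestin-GFP stimulated by 5 µM LPI near EC80; imaged beta-arrestin-GFP aggregate spots per cell after agonist stimulation; plate controls were LPI-stimulated DMSO wells for no effect and DMSO wells without LPI for full effect; some results filed as inactive read as strong as hits; confirmed hits need IC50 under 10 µM and bright autofluorescent wells are also inconclusive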
# KOR beta-arrestin-1: kappa opioid receptor blockers – cell-based, luminescence, uHTS (AID 1778); 290,000 compounds, 0.091% hits; one-dose inhibition, % at 10 µM; IC50 in µM for titrated hits; KOR beta-arrestin recruitment, luminescence, antagonist mode; higher % means a stronger effect; in the data active means inhibition above about 50%; further: strong numbers were not always called active
# NOD1 inhibition: NOD1 signaling inhibitors, primary screen, cell-based, luminescence, uHTS (AID 1578) | one-dose inhibition, % at 4 µM; EC50 in µM for titrated hits | 290,000 compounds, 1% hits | NOD1-driven NF-kB luciferase reporter cells, luminescence; higher % means a stronger effect; in the data active means inhibition mostly above about 36%, no sharp cut-off; inactive means mostly below about 34%;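 further: HEK-293T reporter cells stimulated with the NOD1 agonist gamma-tri-DAP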
# K1F lysis inhibition: protection from phage-mediated lysis, alamar blue read-out – E. coli UTI89, K1F phage, bacterial capsule biogenesis inhibitors (AID 488966). E. coli UTI89 K1F phage lysis, alamar blue, 2 h; higher % means a stronger effect. one-dose inhibition, % at 100 µM; IC50 in µM for titrated hits. 340,000 compounds, 0.02% hits;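 active means phage lysis inhibition, versus mean bacterial control, above a set limit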;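 further: capsule biogenesis inhibitors block K1F phage lysis so surviving cells raise fluorescence; higher fluorescence means more inhibition of phage lysis; actives were called in the ten point dose series up to 300 µM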
# NTR1 agonist: NTR1-driven beta-arrestin-GFP spot formation – imaging, U2OS cells, high content, primary screen (AID 493036). P30989. agonist mode. activation, % at 20 µM. 330,000 compounds, 0.17% hits;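 active means activation at or above 40% of the spot to cytoplasm intensity ratio, with at least 20 cells analyzed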;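 further: 0% = DMSO without peptide and 100% = 100 nM NTR1 peptide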
# Target sequence (P30989 whole entry, looked up): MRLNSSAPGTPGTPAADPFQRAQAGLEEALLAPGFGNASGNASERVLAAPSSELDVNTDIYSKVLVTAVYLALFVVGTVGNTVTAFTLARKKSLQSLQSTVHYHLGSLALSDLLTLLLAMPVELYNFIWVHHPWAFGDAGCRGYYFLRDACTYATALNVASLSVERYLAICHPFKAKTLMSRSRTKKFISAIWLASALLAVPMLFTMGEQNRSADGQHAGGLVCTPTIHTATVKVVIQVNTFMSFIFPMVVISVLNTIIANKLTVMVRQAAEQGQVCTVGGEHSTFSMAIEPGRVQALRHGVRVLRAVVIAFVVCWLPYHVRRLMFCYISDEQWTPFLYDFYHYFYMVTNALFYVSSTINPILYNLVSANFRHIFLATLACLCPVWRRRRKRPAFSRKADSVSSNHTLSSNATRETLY
# GPR35 arrestin U2OS: GPR35 antagonists blocking zaprinast-driven arrestin recruitment, primary screen, imaging, U2OS, beta-arrestin-GFP, zaprinast agonist (AID 2058). U2OS GPR35 beta-arrestin-GFP translocation imaging, zaprinast antagonism; higher % means a stronger effect. 290,000 compounds, 0.052% hits. one-dose inhibition, % at 10 µM; IC50 in µM for titrated hits;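 active means inhibition of at least 50% with at least 30 cells and total cytoplasm GFP at most 10,000,000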
# Rac1 GTP hydrolysis: MgcRacGAP GTPase-activating activity inhibitors, confirmation, biochemical, ADP Hunter fluorescence | MgcRacGAP-stimulated Rac1 GTP hydrolysis, ADP Hunter fluorescence; higher % means a stronger effect; GST-tagged Rac1 F28L mutant substrate | inhibition, % at 30 µM; hits with a dose series show IC50 in µM | 340,000 compounds, 0.6% hits | AID 624330;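 active means first-screen hits whose inhibition reached a set limit at any dose in the follow-up dose series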;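 further: fluorescence reports GDP produced by GAP-driven GTP hydrolysis; strong numbers were not always called active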
# GPR55 activation: selective activators of receptor GPR55 – imaging, U2OS cells, beta-arrestin-GFP redistribution, primary screen (AID 1961); U2OS GPR55 beta-arrestin-GFP redistribution imaging; higher % means a stronger effect; activation, % at 10 µM; hits with a dose series show EC50 in µM; 290,000 compounds, 0.048% hits;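 active means activation above 40% with more than 50 cells counted in the well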;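 further: U2OS osteosarcoma cells stably expressing GPR55 and beta-arrestin-GFP; plate controls were DMSO negative control for no effect and LPI positive control for full effect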
# KOR beta-arrestin-2: KOR agonists, beta-arrestin recruitment, primary screen, cell-based, luminescence, uHTS (AID 1777). activation, % at 10 µM, or EC50 in µM where a hit was titrated. 280,000 compounds, 0.02% hits. KOR beta-arrestin recruitment, luminescence; higher % means a stronger effect; in the data active means activation above about 50%, passing the limit was not always enough; further: a part of the inactive calls stands beside numbers as strong as those of hits
# NTR1 agonist cell count 20 µM: second read-out of NTR1 agonist, no call of its own (marks repeat the call); cell count; measured here: cell count, cytotoxicity flag
# Active calls of the source: *; . = not tested or not shown; [ ] = another dose, or the depositor's remark. Not all compounds are listed; count on the stated rates, not on these rows.
SMILES,GPR55 antagonists,KOR beta-arrestin-1,NOD1 inhibition,K1F lysis inhibition,NTR1 agonist,NTR1 agonist cell count 20 µM,GPR35 arrestin U2OS,Rac1 GTP hydrolysis,GPR55 activation,KOR beta-arrestin-2
O=S(=O)(N/N=C1/CCCc2ccccc21)c1ccc(Br)cc1,-9%,-25%,-20%,0.1%,0.4,59,-1%,0%,0.1%,0.1%
COC(=O)CSc1nnc(CNC(=O)c2cccs2)n1-c1cc(OC)ccc1OC,26%,-2%,-1%,-1.6%,-0.1,68,12%,8%,-0.1%,-0.8%
COc1nccnc1NS(=O)(=O)c1ccc(NC(=S)NC(=O)c2ccccc2)cc1,-10%,11%,-20%,2.1%,-0.4,43,9%,8%,-0.2%,1.1%
CCC(NC(=O)CCc1ccccc1)c1ccccc1 (stereo not drawn),8%,-4%,-13%,-0.2%,1.8,38,-13%,-4%,0.2%,1.1%
Cc1ccc2cc(CCNC(=O)c3cc4ccccc4o3)c(=O)[nH]c2c1C,0%,-12%,-16%,-0.5%,4.6,77,-5%,10%,0.0%,-6.3%
CC1CCCN(Cc2cccc(Oc3ccccc3)c2)C1 (stereo not drawn),28%,33%,42%,0.1%,-0.2,51,8%,5%,-0.1%,-1.2%
Cc1ccc(-c2nn(-c3ccccc3)cc2/C=N/n2c(-c3ccncc3)n[nH]c2=S)cc1,16%,-11%,1%,.,3.2,52,-26%,.,-0.2%,-2.5%
CCN(C(=O)c1cc(S(=O)(=O)N2CCOCC2)cn1C)c1cccc(C)c1,6%,-26%[20 µM],-28%,-0.5%,-0.1,101,7%,1%,0.0%,-4.3%
Cc1ccc(NC(=O)CSc2nnc(-c3ccccc3Br)o2)cc1C,-23%,2%,-32%,0.2%,2.0,62,8%,5%,-0.3%,1.3%
Cc1c(C(=O)O)sc2ncnc(N3CCCCC3C)c12 (stereo not drawn),1%,8%,.,2.4%,-1.9,61,-4%,10%,0.2%,2.6%
COc1ccc([N+](=O)[O-])cc1NC1CCN(C(=O)c2cccs2)CC1,-10%,23%,17%,0.0%[50 µM],2.8,79,5%,1%,0.0%,-2.9%
Cc1ccccc1N(CC(=O)NCCc1ccccc1)C(=O)c1csnn1,-5%,16%,-41%,-0.3%,0.0,34,2%,5%,-0.1%,-1.0%
COC(=O)c1ccc(OCC(=O)Nc2nn(-c3ccccc3)nc2C(N)=O)cc1,18%,-9%,-13%,0.7%,1.8,68,7%,-1%,-0.1%,-1.0%
Cc1cc(NC(=O)CCN2C(=O)C3C4C=CC(C4)C3C2=O)c2ccccc2n1 (stereo not drawn),12%,-13%,16%,-0.1%,-0.5,55,-11%,-6%,0.2%,4.1%
CCn1c2ccccc2c2cc(NC(=O)CCCN3C(=O)CCC3=O)ccc21,6%,2%,-24%,0.1%,0.1,38,7%,15%,-0.2%,6.6%
C[C@@H](Oc1ccccc1)c1nnn(Cc2ccccc2)c1-c1c([C@@H](C)Oc2ccccc2)nnn1Cc1ccccc1,0%,-12%,-9%,.,0.3,67,-4%,.,0.3%,-0.7%
COc1ccc(N2CCN(C(=O)c3ccc(NS(=O)(=O)c4ccc(F)c(F)c4)cc3)CC2)cc1,-3%,-18%,-28%,0.1%,1.2,79,22%,0%,-0.2%,0.3%
CCCS(=O)(=O)N1CCN(Cc2ccc([N+](=O)[O-])cc2)CC1,-1%,-6%,-9%,4.0%,1.8,52,3%,21%,0.0%,9.3%
Cc1ccc(S(=O)(=O)NNC(=O)c2cccc(O)c2)cc1,4%,2%,-32%,-0.1%,0.0,72,8%,7%,-0.1%,-4.6%
Clc1cccc(N/N=C/c2ccc(N3CCOCC3)s2)c1,7%,-17%,-41%,-3.5%,5.2,47,-9%,71µM*,0.3%,-4.5%
Cc1cc(Oc2ccc(C#N)cc2)nc(N2CCOCC2)n1,24%,-1%,-2%,0.3%,0.6,50,-10%,5%,-0.3%,1.3%
CCc1nc(SCC(=O)Nc2nnc(CC)s2)c2c(=O)n(C)c(=O)n(C)c2n1,-3%,-50%,-29%,-0.1%,2.0,67,8%,4%,-0.1%,9.7%
COc1ccc(/C(N)=N/OC(=O)Cc2cccs2)cc1,-2%,-17%,-73%,0.1%,0.4,86,9%,5%,0.2%,3.4%
CCOc1cc(C#N)c(NC(=O)CSc2nnnn2-c2ccc(OC)cc2)cc1OCC,42%,36%,-11%,-0.1%,-0.5,69,-9%,11%,1.0%,-2.1%
COc1cc2c(C)nc3c(cnn3-c3ccccc3)c2cc1OC,18%,-49%[20 µM],-12%,0.1%,0.9,68,-2%,12%,0.2%,.
CC(=O)Nc1cc(N2C(=O)CCC2=O)ccc1Cl,7%,27%,-36%,1.7%,-0.1,63,2%,8%,-0.2%,-0.6%
COC(=O)c1sc(NC(=O)CSc2nc3cccnc3n2C)nc1C,-4%,13%,-11%,0.2%,-0.3,33,0%,7%,-0.1%,-0.3%
O=C(COc1ccc(/C=N/NC(=O)c2ccncc2)cc1)Nc1ccccc1,-2%,1%,-36%,1.0%,1.0,43,-1%,6%,0.2%,-3.3%
CCOc1cc(-n2nc(C)c(C#N)c2N)nc(SC)n1,5%,-39%,7%,.,0.3,91,-5%,.,-0.3%,9.5%
COC(=O)Nc1nnc(-c2ccccc2OC)s1,-1%,12%,-2%,3.4%,0.2,51,-6%,9%,-0.3%,-0.6%
CCOCCOC(=O)COc1ccc(N2C(=O)c3ccccc3C2=O)cc1,-1%,30%,-5%,.,-1.4,81,2%,.,-1.0%,13%
C=CCc1ccc2oc(C(=O)OCC)cc(=O)c2c1O,3%,28%,3%,-0.9%,-0.2,45,-8%,2%,-0.2%,-6.5%
Cc1cc(C)c(NC(=O)C2CC(=O)N(Cc3ccccc3)C2)c(C)c1 (stereo not drawn),3%,-18%,12%,0.2%,0.7,57,-1%,1%,0.3%,7.4%
C[C@]1(C(=O)NCc2cc(F)cc(C(F)(F)F)c2)C=C[C@@H](Cc2ccccc2)N1C(=O)c1ccccc1,-2%,-11%,-22%,-0.2%,9.2,83,4%,5%,-0.1%,2.7%
CCOC(=O)c1c(NC(=O)CSc2nnc(CNc3ccc(F)cc3)o2)sc(C)c1C,-16%,-28%,-32%,0.2%,9.3,92,-16%,5%,-0.3%,-11%
CCOCc1nnc(NC(=O)c2cc(OC)c(OC)cc2[N+](=O)[O-])s1,2%,-11%,-11%,-1.6%,-0.1,65,1%,-3%,0.8%,-7.0%
O=C(NCc1nnc(SCc2ccccc2)n1-c1ccccc1)C12CC3CC(CC(C3)C1)C2,1%,23%,-18%,-1.2%,4.2,56,-6%,0%,-0.2%,-4.8%
COc1ccc(CNC(=O)CCS(=O)(=O)Cc2ccc(C)cc2)c(OC)c1,0%,0%,-19%,-4.3%,-0.3,54,14%,-1%,0.1%,-0.7%
CC(C)CCC(C(=O)O)C(C)CC(=O)NC1CCCCC1 (stereo not drawn),12%,0%,.,-0.9%,-0.6,56,4%,7%,-0.1%,0.0%
O=C(CN1C(=O)CSC1=O)N1CCc2ccccc2C1,-3%,-72%,2%,0.1%,3.1,88,-4%,4%,-0.1%,0.9%

# An excerpt from above in order of formula weight, smallest number first:
SMILES,GPR55 antagonists,KOR beta-arrestin-1,NOD1 inhibition,K1F lysis inhibition,NTR1 agonist,NTR1 agonist cell count 20 µM,GPR35 arrestin U2OS,Rac1 GTP hydrolysis,GPR55 activation,KOR beta-arrestin-2
CCC(NC(=O)CCc1ccccc1)c1ccccc1 (stereo not drawn),8%,-4%,-13%,-0.2%,1.8,38,-13%,-4%,0.2%,1.1%
Cc1ccc2cc(CCNC(=O)c3cc4ccccc4o3)c(=O)[nH]c2c1C,0%,-12%,-16%,-0.5%,4.6,77,-5%,10%,0.0%,-6.3%
CCOCCOC(=O)COc1ccc(N2C(=O)c3ccccc3C2=O)cc1,-1%,30%,-5%,.,-1.4,81,2%,.,-1.0%,13%
O=C(COc1ccc(/C=N/NC(=O)c2ccncc2)cc1)Nc1ccccc1,-2%,1%,-36%,1.0%,1.0,43,-1%,6%,0.2%,-3.3%
Cc1cc(NC(=O)CCN2C(=O)C3C4C=CC(C4)C3C2=O)c2ccccc2n1 (stereo not drawn),12%,-13%,16%,-0.1%,-0.5,55,-11%,-6%,0.2%,4.1%
Cc1ccccc1N(CC(=O)NCCc1ccccc1)C(=O)c1csnn1,-5%,16%,-41%,-0.3%,0.0,34,2%,5%,-0.1%,-1.0%
CCN(C(=O)c1cc(S(=O)(=O)N2CCOCC2)cn1C)c1cccc(C)c1,6%,-26%[20 µM],-28%,-0.5%,-0.1,101,7%,1%,0.0%,-4.3%
COc1nccnc1NS(=O)(=O)c1ccc(NC(=S)NC(=O)c2ccccc2)cc1,-10%,11%,-20%,2.1%,-0.4,43,9%,8%,-0.2%,1.1%

# Next part
SMILES,GPR55 antagonists,KOR beta-arrestin-1,NOD1 inhibition,K1F lysis inhibition,NTR1 agonist,NTR1 agonist cell count 20 µM,GPR35 arrestin U2OS,Rac1 GTP hydrolysis,GPR55 activation,KOR beta-arrestin-2
Clc1ccc2[nH]c3c(NCC4CCCO4)ncnc3c2c1 (stereo not drawn),-21%,-8%,57%,.,8.6,35,9%,.,0.2%,-4.4%
COc1ccc2c(c1)N(C)C(=O)CC(c1ccccc1)=N2,16%,41%,-14%,0.4%,-0.8,65,6%,9%,0.3%,-3.2%
Cc1cccc(NC(=S)NCC(c2ccccc2)N(C)C)c1 (stereo not drawn),6%,18%,-14%,0.0%,3.4,37,-20%,6%,-0.4%,14%
COC(=O)c1ccc(CNC(=O)C2CCC(=O)N(CCN3CCOCC3)C2)cc1 (stereo not drawn),9%,-7%,-26%,0.5%,0.2,66,-1%,7%,-0.1%,2.4%
COC(=O)c1cnn(-c2ccccc2)c1/C=N/NC(=S)Nc1ccccc1,16%,10%,-4%,.,8.2,37,35%,.,-0.2%,1.5%
COCCn1cc(C(=O)c2ccccc2OCC(=O)Nc2cc(C)on2)cc(C#N)c1=O,5%,-22%,-1%,1.5%,-1.1,53,4%,1%,-0.2%,-2.2%
O=C1CSC(=S)N1c1cccc(F)c1,-3%,-12%,70%,1.2%,1.7,55,-2%,-2%,-0.1%,4.6%
CC(CC(=O)NCc1ccc(Cl)cc1)S(=O)(=O)c1ccc2c(c1)NC(=O)CO2 (stereo not drawn),-6%,-20%,13%,-4.3%,-0.1,64,-10%,10%,0.4%,6.8%
CC(=O)NCCNC(=O)c1cc(-c2cccc3ccccc23)nc2ccccc12,11%,-14%,-13%,-0.1%[50 µM],0.3,56,-10%,4%,0.2%,0.3%
